E-sel TNF inh: E-selectin induction blockers in HUVEC – imaging, immunofluorescence, high content, primary screen; HUVEC TNFa-induced E-selectin immunofluorescence; inhibition, % at 2 µM; actives 0.71% (n = 120,000); AID 1246, 2008;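 active = inhibition above the batch mean plus 3 SD, and confirmed as a hit on visual image review, cut at about 43% in these data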;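 also: 0% = TNF-stimulated DMSO wells and 100% = unstimulated control wells; not every result past the cut was called active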
MRP1 act: H69AR viability gain despite doxorubicin, primary screen, MRP-1 activator project, H69AR cells, CellTiter-Glo; viability rescue; viability increase, % at 10 µM; actives 0.61% (n = 140,000);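 active = viability gain under doxorubicin at or above a set limit, the compound median plus 3 SD, cut at about 4.7% in these data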;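 also: MRP-1 overexpressing cells given doxorubicin 25 µM after compound pretreatment; 18-22 h compound pretreatment then 72 h with doxorubicin before readout; 0% = doxorubicin-only wells and 100% = vehicle-treated cells without doxorubicin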
Yeast growth inh: growth inhibitors of yeast BB579 in restrictive medium, primary screen, yeast lifespan-shortening project, S. cerevisiae; actives 0.51% (n = 140,000); OD615, 48 h; inhibition, % at 10 µM;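 active = inhibition above a set limit, 3 SD over the mean compound inhibition, cut at about 44% in these data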; also: inactives centre near -24
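Test system: Saccharomyces cerevisiae DeaD strain BB579, replicative lifespan model yeast | Buffer or medium: Restrictive CSMM-D medium | Doses: One dose, 10 µM compound with 0.25% DMSO | Incubation: 48 h exposure, 30 °C | Detection: Culture absorbance at 615 nm | Control set: Amphotericin B at 10 µg/mL as positive control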
Measles CPE: compounds protecting cells from measles virus cytopathic effect, primary screen, measles RdRp inhibitor project, single point, MLSMR library, absorbance; AID 841, 2007; Measles virus-infected cells, CPE protection; protection (pct of control), % at 4 µM; actives 1.5% (n = 140,000); in the data active = protection mostly above about 24%, no sharp cut-off; inactive = mostly below about 26%; also: some compounds called inactive have numbers as strong as hits
HCT116 PTEN-null: growth suppression of PTEN-null HCT116, primary screen, cell-based, CellTiter-Glo; AID 827, 2007; actives 1.2% (n = 140,000); viability, % at 10 µM; HCT116 PTEN-null viability, 60 h; stronger effect = lower value;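 active = viability at or below a set limit, 4 SD under the median of all tested compounds, cut at about 3.7% in these data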;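 also: PTEN knockout HCT116 line with beta catenin targeted HCT116 as companion control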
NPY-Y2 antag: NPY-Y2 receptor antagonists, primary screen, cell-based | NPY-Y2 expressing cells, antagonist mode | inhibition, % at 2.7 µM | Neuropeptide Y receptor type 2 (Homo sapiens), P49146 | actives 0.99% (n = 140,000); in the data active = inhibition above about 17%;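 also: 0% = vehicle with agonist challenge and 100% = reference antagonist with challenge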
Target sequence (P49146 whole entry, looked up): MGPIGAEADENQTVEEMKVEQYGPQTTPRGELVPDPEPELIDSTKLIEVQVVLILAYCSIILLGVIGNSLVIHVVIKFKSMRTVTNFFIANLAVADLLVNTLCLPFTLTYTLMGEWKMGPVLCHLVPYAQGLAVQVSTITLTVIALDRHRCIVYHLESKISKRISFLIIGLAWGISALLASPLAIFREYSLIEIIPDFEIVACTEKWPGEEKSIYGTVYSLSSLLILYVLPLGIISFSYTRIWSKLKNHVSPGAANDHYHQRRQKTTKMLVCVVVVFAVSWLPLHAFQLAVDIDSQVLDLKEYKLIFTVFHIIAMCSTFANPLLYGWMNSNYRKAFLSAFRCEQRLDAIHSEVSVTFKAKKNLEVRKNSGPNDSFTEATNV
Phagocyt inh: inhibitors of macrophage phagocytosis, primary screen, imaging, J774A.1 cells, IgG beads; J774A.1 macrophage IgG-bead phagocytosis; AID 1029, 2008; actives 0.07% (n = 110,000); inhibition, % at 5 µM;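 active = inhibition above the mean of the plate negative controls plus 5 SD, cut at about 13% in these data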;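 also: phagocytic index as fraction of beads internalized from green versus red external bead signal; plate controls were DMSO negative control for no effect and cytochalasin-D positive control for full effect; some results beyond the cut were filed as inactive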
HCT116 bCat-KO: primary screen for growth suppressors in beta-catenin knockout HCT116 cells (colon tumor, human); HCT116 beta-catenin knockout viability, CellTiter-Glo, 60 h; stronger effect = lower value; viability, % at 10 µM; actives 1.5% (n = 140,000); AID 818, 2007;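 active = viability at or under a set limit, the compound median less 4 SD, cut at about 6% in these data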;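 also: 0% = Hyamine 1622 control at 20 µM and 100% = untreated cell control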
GALR2 antag: GALR2 antagonists in receptor-expressing cells, primary screen. antagonist mode. inhibition, % at 4 µM. actives 0.39% (n = 140,000). Galanin receptor type 2 (Homo sapiens), O43603. AID 828, 2007; in the data active = inhibition above about 27%;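 also: cells stimulated with galanin 1-16 at roughly its EC80; 0% = agonist challenge control and 100% = basal control without agonist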
Target sequence (O43603 whole entry, looked up): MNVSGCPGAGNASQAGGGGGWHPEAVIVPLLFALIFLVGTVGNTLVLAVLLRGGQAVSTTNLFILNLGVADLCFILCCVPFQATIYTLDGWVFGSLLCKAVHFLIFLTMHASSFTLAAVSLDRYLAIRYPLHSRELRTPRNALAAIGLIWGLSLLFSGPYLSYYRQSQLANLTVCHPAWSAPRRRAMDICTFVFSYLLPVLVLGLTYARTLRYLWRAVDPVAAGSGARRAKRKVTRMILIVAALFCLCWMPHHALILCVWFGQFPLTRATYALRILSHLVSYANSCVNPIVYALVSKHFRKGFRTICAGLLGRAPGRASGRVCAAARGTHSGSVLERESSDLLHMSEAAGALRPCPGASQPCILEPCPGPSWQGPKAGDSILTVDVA
Yeast life ext: compounds extending yeast replicative lifespan, primary screen, S. cerevisiae, OD615; S. cerevisiae growth with nicotinamide; deaD strain in restrictive glucose medium; inhibition of the nicotinamide effect, % at 10 µM; actives 0.68% (n = 130,000); AID 775, 2007;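 active = inhibition above a set limit, placed 3 SD over the median of all compounds, cut at about 26% in these data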;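 also: 0% = nicotinamide-treated wells and 100% = cells grown without nicotinamide; some compounds called inactive have numbers as strong as hits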
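Test system: DeaD-strain S. cerevisiae / Buffer or medium: restrictive glucose medium / Also added: nicotinamide 1.5 mM / Doses: one concentration, 10 µM, DMSO 0.25% / Schedule: 48 h at 30 °C / Signal: OD615 measurement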
* hit, by the source's call; nt = not tested or not shown. Outcome played no part in choosing rows; about 6.1% have a hit in one of these screens.

molecule,E-sel TNF inh,MRP1 act,Yeast growth inh,Measles CPE,HCT116 PTEN-null,NPY-Y2 antag,Phagocyt inh,HCT116 bCat-KO,GALR2 antag,Yeast life ext
COc1ccc(NC(=O)CSc2ncnc3c2sc2ccccc23)c(OC)c1,nt,-6.5,-39,7,2.2*,3,-7,2.2*,5,1
COc1ccc(C2CC(=O)C3=C(C2)Nc2ccccc2N(C(=O)C2CC2)C3c2cccnc2)cc1OC (centres undefined),6,-1.6,-47,32,103,1,0,91,-3,3
CCCCC(=O)O[C@H]1CC[C@H]2[C@@H]3CCc4cc(O)ccc4[C@H]3CC[C@]12C,nt,-3.8,-43,3,63,7,nt,53,0,10
CN(C)S(=O)(=O)c1cccn1-c1ncc(C(F)(F)F)cc1Cl,4,-1.1,-1,43*,98,-2,1,100,6,-6
O=C(CN(C(=O)c1cccc([N+](=O)[O-])c1)C1CCCCC1)Nc1ccc(Cl)c([N+](=O)[O-])c1,13,-1.7,-16,6,66,0,nt,71,13,-4
C=CCn1c(N)c(C(=O)OC(C)CC)c2nc3ccccc3nc21 (centres undefined),-73,-2.6,-78,13,91,6,-1,92,17,-3
CSc1cccc(NS(=O)(=O)c2ccc3c(c2)oc(=O)n3C)c1,3,-2.6,-2,8,67,0,0,64,-1,-10
CS/C(=N/S(=O)(=O)c1ccc(C)cc1)c1ccccc1,-7,-1.5,-11,18*,95,-1,3,94,-5,4

Continued.
molecule,E-sel TNF inh,MRP1 act,Yeast growth inh,Measles CPE,HCT116 PTEN-null,NPY-Y2 antag,Phagocyt inh,HCT116 bCat-KO,GALR2 antag,Yeast life ext
CCC(CC)NC(=O)/C=C/c1cccc([N+](=O)[O-])c1,nt,-1.2,-56,18,93,4,-2,98,-3,4
CC(C)n1nnnc1SCC(=O)NCc1ccc2c(c1)OCO2,-13,-1.0,-60,8,90,2,-4,97,11,2
CCN(CC)c1ccc(/C=C(\C#N)C(=O)NCc2ccco2)cc1,14,0.0,-25,8,84,2,-6,87,6,0
CCOC(=O)C(=O)/C(=C\N(C)C)c1onc(-c2ccccc2Cl)c1C(=O)OC,1,-1.2,-15,22,88,2,0,94,16,-10
Cc1cc(C)cc(NCC(=O)Nc2c(C)cccc2C)c1,-1,-3.2,-39,5,96,0,-1,97,0,-13
COc1ccc(-n2nnnc2-c2cccc(OC)c2)cc1,-9,-2.9,-19,6,19,5,4,19,-8,-7
CCCn1c(O)c(N=NC(=O)c2ccco2)c2ccccc21,33,-2.9,-2,4,64,4,-4,71,-15,-2
Cc1ccc(N=Nc2ccc(O)c(/C=N\NC(=O)c3ccc(N)cc3)c2)cc1C,-21,-1.6,-22,14,15,0,-1,17,-8,-10

Entries listed so far shown as hits in Measles CPE.
Structure | E-sel TNF inh | Measles CPE | NPY-Y2 antag | Phagocyt inh | GALR2 antag | Yeast life ext
CN(C)S(=O)(=O)c1cccn1-c1ncc(C(F)(F)F)cc1Cl | 4 | 43* | -2 | 1 | 6 | -6
CS/C(=N/S(=O)(=O)c1ccc(C)cc1)c1ccccc1 | -7 | 18* | -1 | 3 | -5 | 4

Going on with the list:
molecule,E-sel TNF inh,MRP1 act,Yeast growth inh,Measles CPE,HCT116 PTEN-null,NPY-Y2 antag,Phagocyt inh,HCT116 bCat-KO,GALR2 antag,Yeast life ext
O=[n+]1c2c(n([O-])c3c1CCCC3)CCCC2,9,-1.4,-25,5,100,1,4,94,3,-12
COC(=O)c1ccc(Oc2nc(N(C)C)nc(N3CCOCC3)n2)cc1,-9,-0.7,-15,6,79,0,nt,77,9,-25
O=C(CSCc1ccccc1)N1CCN(C(=O)c2ccco2)CC1,19,-4.1,-54,4,96,0,nt,98,-11,-7
COCCCNC(=O)c1c(NC(=O)C2COc3ccccc3O2)sc2c1CCCC2 (centres undefined),15,0.8,-24,21,80,-1,-1,91,6,-5
Cc1ccc(S(=O)(=O)NCc2csc(C)n2)c(C)c1,-2,-0.9,11,4,102,3,-2,93,-7,-1
CC(Sc1n[nH]c(=O)[nH]c1=O)C(=O)OCc1ccccc1 (centres undefined),29,-0.3,-4,31,92,3,0,90,5,-10
C[N+](C)(C)CCCN1C(=O)CCCC1=O,-8,1.3,-2,12,96,2,nt,110,1,-6
CC1CCCN(c2oc(-c3cccc4ccccc34)nc2C#N)C1 (centres undefined),6,0.4,-41,21,95,2,-1,89,9,-1

Compounds above that have an aryl methoxy group (three):
molecule,E-sel TNF inh,MRP1 act,Yeast growth inh,Measles CPE,HCT116 PTEN-null,NPY-Y2 antag,Phagocyt inh,HCT116 bCat-KO,GALR2 antag,Yeast life ext
COc1ccc(NC(=O)CSc2ncnc3c2sc2ccccc23)c(OC)c1,nt,-6.5,-39,7,2.2*,3,-7,2.2*,5,1
COc1ccc(C2CC(=O)C3=C(C2)Nc2ccccc2N(C(=O)C2CC2)C3c2cccnc2)cc1OC (centres undefined),6,-1.6,-47,32,103,1,0,91,-3,3
COc1ccc(-n2nnnc2-c2cccc(OC)c2)cc1,-9,-2.9,-19,6,19,5,4,19,-8,-7

Next section
Molecule,E-sel TNF inh,MRP1 act,Yeast growth inh,Measles CPE,HCT116 PTEN-null,NPY-Y2 antag,Phagocyt inh,HCT116 bCat-KO,GALR2 antag,Yeast life ext
CC(=O)C1=C(C)NC(SCC(=O)c2ccc(Cl)cc2)=C(C#N)C1CC(C)C (centres undefined),-20,0.7,-38,21,103,1,nt,92,-5,-4
CC1(C)N=C(c2ccccn2)C(C)(C)N1O,-11,-0.7,-40,6,103,1,0,92,-2,-5
CCN1CCN(CCCNC(=O)c2cc3cc4ccc(OC)cc4nc3o2)CC1,-2,-3.4,-38,5,61,2,nt,50,2,-24
Cc1onc(C(=O)N2CCN(C(c3ccccc3)c3ccccc3)CC2)c1[N+](=O)[O-],-18,-4.7,-26,5,91,3,nt,92,1,4
CN(C)c1ccc(-c2noc(-c3ccccc3O)n2)cc1,nt,-2.5,12,4,79,-2,1,75,-9,-5
O=C(Oc1ccccc1C(=O)N1CCOCC1)c1cccc(Br)c1,-16,0.2,18,11,102,3,0,99,-3,-12
Cc1cc(N)n(-c2nc(-c3cccnc3)nc3ccccc23)n1,-12,-1.0,-27,0,83,-1,nt,95,-4,-9
C/C(=N\NC(=O)c1c(Br)c(C)nn1C)c1ccc(NC(=O)C(C)Oc2ccc(Cl)cc2C)cc1 (centres undefined),-7,-5.3,-9,5,1.4*,6,nt,0.9*,12,-9
O=C(N/N=C/c1cn(-c2cccs2)nc1-c1ccccc1)c1ccc(O)cc1,-14,-3.2,-19,8,35,-3,-1,41,0,-3
COc1ccc(-c2cc(=O)oc3cc(OCc4nn[nH]n4)ccc23)cc1,nt,-1.9,-28,12,111,5,0,98,2,-7
CCOC(=O)c1c(/N=C/c2cc(C)ccc2O)sc2c1CCC2,nt,-3.0,-47,19,92,2,1,88,-8,-5
Cc1cc(Nc2cccc(F)c2)n2c(n1)nc1ccccc12,15,-0.7,-57,2,90,3,-2,104,8,-11
COc1ccc(-n2c(=O)c3c4c(sc3n3c(=S)[nH]nc23)CCCC4)cc1,-5,-3.3,-34,17,92,-1,-5,81,-11,-6
CC(C(=O)O)N1C(=O)c2ccccc2C1=O (centres undefined),21,0.2,20,8,98,3,0,101,-2,-4
CCN(CC)S(=O)(=O)c1csc(C(=O)Nc2ccccn2)c1,0,-2.2,-21,5,101,1,5,97,-3,-5
O=C(CSc1nc2ncccc2[nH]1)c1ccc(F)cc1,-12,-2.7,-27,9,101,1,3,94,-15,-7
CCOC(=O)Nc1nnc(/C=C/c2ccc(OC)cc2)s1,-16,0.5,-45,7,100,5,nt,94,-12,-4
N#Cc1c(N)nc2c(c1N)CC(=O)N2c1ccc(Cl)cc1,-3,-2.7,-37,11,73,0,0,79,-5,-6
O=C(Nc1nc(-c2ccc3c(c2)OCCO3)cs1)c1ccc(S(=O)(=O)N2CCCCC2)cc1,13,-0.6,-53,4,22,0,0,16,-9,-8
Cc1ccc(S(=O)(=O)Nc2cccc3ncccc23)s1,4,-2.6,-13,1,1.5*,1,1,1.5*,9,1
Cc1nc2c(F)c(F)c(C(F)(F)F)c(F)c2[nH]1,-22,1.1,57*,11,58,2,0,71,4,-16
O=C(COc1ccc(Cl)cc1Cl)OCC(=O)N1CCCc2ccccc21,-3,-3.0,-15,31,98,7,-8,92,-6,0
CC(C)c1cc[n+](-c2nc([O-])sc2C=O)cc1,nt,-2.4,-18,21,101,0,0,98,-3,31*
O=C(C(Cc1ccccc1)N1C(=O)c2ccccc2C1=O)N1CCc2ccccc21 (centres undefined),8,0.7,-37,3,97,2,nt,93,2,nt
Cc1ccc(C(=O)NC(N2CCCC2)C(Cl)(Cl)Cl)cc1 (centres undefined),-41,-1.1,26,7,92,0,nt,101,-13,-9
Cc1nc2ncnn2c(N2CCN(c3cccc(C(F)(F)F)c3)CC2)c1C,-10,-6.0,-38,28,28,4,-2,24,12,-21
O=C1C2C(c3ccccc3)C=CC(c3ccccc3)C2C(=O)N1c1ccncc1 (centres undefined),22,-1.6,-9,9,101,5,nt,105,-6,59
Cc1ccc(N2CC(C(=O)Nc3cc(C)on3)CC2=O)cc1 (centres undefined),-37,-1.5,-35,5,87,2,nt,97,-8,-1
O=C1c2ccccc2C(Nc2ccc(Cl)cc2)N1CCN1CCOCC1 (centres undefined),-6,-3.1,-32,28,88,-1,2,93,-4,-12
CCCCC(=O)NC(c1ccco1)c1c(O)ccc2ccccc12 (centres undefined),-49,-2.5,-26,7,91,0,-1,87,16,0
CCCC(O)(CCN1CCCCC1)c1ccc(OCC)cc1 (centres undefined),nt,-2.9,-12,0,94,3,0,88,8,-8
O=C(NN=C1CCCC1)NC1CCCCC1,nt,-2.0,-2,7,99,0,3,82,-5,1
